Bioassay records deposited in PubChem BioAssay by several laboratories.
HSF1 inh = HSF1 inhibitors in luciferase reporter cells, primary screen, cell-based, NIH3T3, luminescence | activity change, negative = inhibition, % at 7.5 µM (by protocol) | hit rate 0.77% among 300,000 | NIH3T3-HGL HSE-luciferase, MG132-induced, luminescence 8 h; active compounds read low;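 active = more than half of replicate wells show activity change below -50%, luminescence cut by over half; inconclusive = some wells, but at most half, below -50%; inactive = no replicate well below -50%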;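 note: luciferase reports HSF-1 transcriptional activity via heat shock element; 0% = median of DMSO wells and -100% = zero luminescence signal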
aSyn UTR inh = MLPCN primary screen, SNCA 5' untranslated region | alpha-synuclein 5'UTR reporter, inhibitor activity | inhibition, % (tested at 7.5 µM) | hit rate 0.82% among 300,000 | AID 1813, 2009; in the data active = inhibition above about 60%; inconclusive = no clear call, values can overlap the other calls;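 note: H4 neuroglioblastoma cells stably carrying SNCA 5'UTR luciferase fusion; 0% = DMSO wells and 100% = positive control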
Platelet DG rel = inhibitors of platelet dense granule secretion, primary screen, cell-based, MLPCN, human platelets. human platelet-rich plasma, SFLLRN dense granule ATP release, luminescence. inhibition, %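 (compounds screened at 7.5 µM in platelet-rich plasma)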. hit rate 0.22% among 300,000. AID 1663, 2009;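 active = mean replicate score, as percent of positive control, at or above 50; inconclusive = mean below 50 but at least one replicate at or above 50; inactive = mean and every replicate below 50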
GSK3A inh = blockers of GSK3A enzyme activity – biochemical, luminescence, cell-free homogeneous, HTS, primary screen; AID 2650, 2010; inhibition, % at 10 µM; Glycogen synthase kinase-3 alpha (Homo sapiens), P49840; hit rate 0.1% among 320,000; GSK-3 alpha kinase, ADP-Glo luminescence, 60 min;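 in the data active = inhibition above about 50%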;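 note: GST-tagged GSK-3 alpha with peptide substrate and 25 µM ATP; 0% = DMSO neutral wells and 100% = GW8510 positive control wells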
Target sequence (P49840 whole entry, looked up): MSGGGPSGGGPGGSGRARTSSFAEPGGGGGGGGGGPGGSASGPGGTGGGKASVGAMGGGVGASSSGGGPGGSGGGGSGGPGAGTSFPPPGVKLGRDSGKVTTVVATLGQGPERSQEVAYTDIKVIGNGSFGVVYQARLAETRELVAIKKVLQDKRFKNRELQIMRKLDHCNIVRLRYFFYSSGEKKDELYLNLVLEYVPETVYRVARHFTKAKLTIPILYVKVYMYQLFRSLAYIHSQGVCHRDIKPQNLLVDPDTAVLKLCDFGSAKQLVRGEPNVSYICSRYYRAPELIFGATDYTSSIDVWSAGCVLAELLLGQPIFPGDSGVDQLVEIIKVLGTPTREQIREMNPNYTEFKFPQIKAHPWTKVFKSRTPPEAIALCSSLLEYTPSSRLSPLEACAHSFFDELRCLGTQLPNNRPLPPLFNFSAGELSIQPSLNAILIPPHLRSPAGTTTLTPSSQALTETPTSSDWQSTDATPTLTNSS
GSK3beta inhib = human GSK3beta kinase inhibitors, primary screen, biochemical, cell-free homogeneous, HTS. Glycogen synthase kinase-3 beta (Homo sapiens), P49841. GST-GSK3beta kinase, ADP-Glo luminescence, 60 min; active compounds read low. activity score (negative = inhibition), % at 10 µM. hit rate 0.038% among 300,000. AID 2097, 2009;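 active = more than half of replicate wells score below -50%, meaning over 50% inhibition versus plate controls; inconclusive = some replicates but at most half score below -50%; inactive = no replicate scores below -50%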;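 note: 0% = median DMSO wells and -100% = median GW8510 positive control wells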
Target sequence (P49841 whole entry, looked up): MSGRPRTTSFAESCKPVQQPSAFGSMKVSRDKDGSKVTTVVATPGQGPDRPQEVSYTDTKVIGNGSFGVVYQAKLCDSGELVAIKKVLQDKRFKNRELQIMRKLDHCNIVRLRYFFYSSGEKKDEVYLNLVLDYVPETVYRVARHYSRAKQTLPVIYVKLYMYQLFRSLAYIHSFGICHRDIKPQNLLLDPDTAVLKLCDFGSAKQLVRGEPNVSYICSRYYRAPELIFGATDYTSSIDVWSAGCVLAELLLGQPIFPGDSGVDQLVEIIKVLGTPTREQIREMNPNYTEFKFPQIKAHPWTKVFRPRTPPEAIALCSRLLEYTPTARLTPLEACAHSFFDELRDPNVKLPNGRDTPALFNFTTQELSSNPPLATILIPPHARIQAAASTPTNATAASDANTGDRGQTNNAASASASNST
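Test system: GST-tagged human GSK3beta kinase, cell-free; evaluation: activity score scaled between in-plate DMSO and GW8510 controls; measured by: ADP-Glo luminescence; incubation: 60 min reaction, RT; benchmarks: DMSO and 20 µM GW8510; reagent: peptide substrate plus 25 µM ATP (final); medium: Tris/MgCl2 kinase buffer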
HSF-1 act = HSF-1 activators, primary screen, NIH3T3-HGL cells, MG132 stress, luminescence, single point; activation, % at 9 µM; hit rate 1.7% among 300,000; AID 504408, 2011; NIH3T3-HGL HSF-1 luciferase reporter, 8 h; 100% = twice DMSO control signal;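 active = mean replicate activation of at least 50% with a set share of replicates each reaching 50%; inconclusive = only one of those two conditions met; inactive = mean below 50% and too few replicates reaching it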;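 note: 0% = median of the neutral control wells and 100% = twice that signal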
KLF5 inh = KLF5 expression inhibitors, primary screen, DLD-1 cells, luminescence; DLD-1 KLF5 promoter-luciferase reporter; inhibition, % at 5 µM; hit rate 0.23% among 290,000; AID 1700, 2009;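 active = inhibition above a per-plate limit of that plate's mean compound inhibition plus 3 SD, cut at about 60% in these data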;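 note: 0% = DMSO wells and 100% = LY294002 at 200 µM; higher means less KLF5 promoter-driven luciferase light; inactives centre near -14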
IEC-6 cytotox = cytotoxicity in IEC-6 intestinal epithelial cells, primary screen, cytotoxicity control for KLF5 inhibitor project, cell-based, luminescence; IEC-6 cytotoxicity, luminescence viability; AID 1825, 2009; hit rate 0.78% among 290,000; inhibition, % at 5 µM; in the data active = inhibition above about 22%;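 note: 0% = plate median of test compound wells and 100% = cytotoxic reference compound wells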
HSP90 refold inh = HSP90 inhibitors, primary screen, cell lysate, luminescence. AID 1789, 2009. Heat shock protein HSP 90 (rabbit reticulocyte lysate; luciferase refolding). hit rate 0.91% among 290,000. inhibition, % at 5.6 µM. Rabbit reticulocyte lysate, luciferase refolding luminescence, 3 h;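 active = inhibition above the screen-wide mean plus 3 SD, computed separately per campaign, cut at about 16% in these data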;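 note: 0% = DMSO wells and 100% = 60 µM geldanamycin wells; inhibitors lower the luminescence because luciferase stays unfolded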
Dyrk1A ADPGlo = rat Dyrk1A kinase inhibitors, primary screen, biochemical, single point, plate reader | Dual specificity tyrosine-phosphorylation-regulated kinase 1A (Rattus norvegicus), Q63470 | inhibition, % at 12.5 µM | ADP-Glo luminescence, NFATc1 peptide | hit rate 0.43% among 310,000; in the data active = inhibition above about 50%;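 note: plate controls were vehicle with enzyme for no effect and no enzyme for full effect; many of its hits are not listed in these tables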
Starred values were filed as active, the others as inactive; ? = inconclusive; · = no result given. This is a subset; rates above refer to the full screens.

SMILES	HSF1 inh	aSyn UTR inh	Platelet DG rel	GSK3A inh	GSK3beta inhib	HSF-1 act	KLF5 inh	IEC-6 cytotox	HSP90 refold inh	Dyrk1A ADPGlo
O=C(COc1ccccc1Cl)Nc1cccc(S(=O)(=O)NC2=NCCCCC2)c1	19	9	-15	-3	1	43	·	·	·	13
COc1cccc(CNC(=O)Cc2ccc(NC(=O)C3=C(C)OCCS3)cc2)c1	6	-80	-6	1	0	8	-49	-3	-2	-1
COc1cc2c3nnc(-c4ccccc4)c-3cn(Cc3ccccc3F)c2cc1OC	7	12	1	1	1	5	-12	-2	2	·
Cc1cccc(N(CC(O)CON=C2c3ccccc3-c3ccccc32)S(C)(=O)=O)c1 (stereo not drawn)	7	43	-4	-2	0	7	-45	-1	2	·
CCN1CCN(C(=O)c2ccc3c(c2)N(Cc2ccccc2)C(=O)c2ccccc2S3=O)CC1 (stereo not drawn)	-4	10	6	-1	1	-3	-19	-1	-5	-5
C(=N\Nc1nc(N2CCOCC2)nc(N2CCOCC2)n1)/c1ccco1	8	-10	0	0	2	-8	-13	2	-1	·
O/N=C/c1cc(Br)cs1	2	-9	1	-2	1	3	-4	-2	4	7
O=c1cc(CO)oc(CN2CCN(Cc3ccccc3)CC2)c1O	4	12	1	2	-4	-22	-11	5	2	-7
OC[C@@H](O)[C@@H](O)[C@H](O)[C@@H](O)CO	-2	-45	0	-1	2	-2	·	·	·	0
COCCNC(=O)CN(C(=O)Cn1nnc2ccccc21)c1ccc(F)c(Cl)c1	1	-9	7	-1	25	2	-10	4	2	12
O=C(/C=C/c1ccc(-c2ccccc2[N+](=O)[O-])o1)c1ccc(F)cc1	28	-60	-3	-3	-3	42	-4	-4	0	-3
CC(=O)Nc1ccc(NC(=O)c2cc(-c3ccc(C)c(C)c3O)n[nH]2)cc1	3	-170	-2	3	2	14	-22	3	-1	-1
O=C(COc1ccc(S(=O)(=O)N2CCc3ccccc32)cc1Cl)NCc1ccccn1	1	13	9	-2	2	4	-2	-1	2	-2
O=C(NCc1ccccc1)c1c[nH]c2ccccc2c1=O	4	23	1	-1	·	-1	-30	-2	7	-8
Cc1cccc(NC(=O)CSc2nc(=O)n3ccccc3n2)c1C	3	-7	4	-2	1	2	·	·	·	1
COc1ccccc1-n1c(C)c(C(=O)O)c2cc(OC)c3ccccc3c21	2	-4	14	0	-1	5	-44	-5	-6	-3
O=C(CSc1ncccn1)c1ccccc1Br	-5	-64	-35	1	3	24	-57	-3	0	14
O=C(Cn1cnc2c(nnn2Cc2ccc(Cl)cc2)c1=O)OCc1ccccc1	3	-7	7	-6	0	7	-13	-1	-1	5
COc1ccc(NC(=O)c2cc(-c3ccc(C)cc3)on2)cc1	-2	-154	8	0	0	-4	-28	2	2	-2
O=C(CSc1nc(=O)n(CCCN2CCOCC2)c2c1CCCC2)Nc1cccc(Cl)c1	14	-20	5	-2	0	-7	·	·	·	-6
CCOC(=O)C1CCN(c2cc3c(cc2NC(=O)c2cc(OC)ccc2Br)n(C)c(=O)n3C)CC1	-6	-19	23	0	3	-3	-24	8	-1	25
O=C(NNC(=O)c1ccc(Cl)c([N+](=O)[O-])c1)c1ccncc1	-9	-32	15	1	1	2	-21	-1	-5	-1
COc1cc2c(C(=O)N3CCN(c4ccccc4F)CC3)cn(C)c(=O)c2cc1OC	-11	6	-8	-6	-19	-6	-27	-6	3	17
Cc1cccc(NC(=O)CNC(=O)c2cccc(-n3cccc3)c2)c1C	-1	18	8	-2	0	-1	·	·	·	1
COc1cccc(C(=O)N/N=C/c2cn[nH]c2-c2ccc(OC)cc2OC)c1	0	3	?	4	3	5	-41	-1	-9	3

Remaining list, next part
SMILES	HSF1 inh	aSyn UTR inh	Platelet DG rel	GSK3A inh	GSK3beta inhib	HSF-1 act	KLF5 inh	IEC-6 cytotox	HSP90 refold inh	Dyrk1A ADPGlo
Cn1c(Cn2c(=O)sc3ccccc32)nnc1SCC(=O)NCc1ccccc1Cl	-2	-12	-8	·	1	12	-25	2	-7	13
CCOC(=O)N1CCC(NS(=O)(=O)c2ccc3c(c2)C(C)(C)C(=O)N3C)CC1	8	-6	1	-3	1	?	-27	-2	-1	3
O=C(Nc1ccc(OC(F)(F)C(F)F)c(NC(=O)c2cccc(F)c2)c1)c1cccc(F)c1	-5	-23	-3	-2	2	17	-10	9	2	-10
COC(=O)c1c(C)[nH]c(C)c1C(=O)c1ccccc1Cc1ccccc1	5	17	-1	-1	2	15	·	·	·	3
Cn1c(=O)c(Oc2ccc(Cl)cc2)c(O)c2ccccc21	-13	-7	-7	2	-22	-10	-16	-1	-1	-1
CCOC(=O)c1[nH]c2ccc(OC)cc2c1NC(=S)N1CCN(c2ccccn2)CC1	5	3	0	11	2	-3	-28	7	-2	-8
COc1ccc(Br)cc1/C=N/NC(=O)c1cc(Br)ccc1O	-3	2	-1	-3	0	10	-6	-2	-2	·
O=C(O)C1(c2cccc(Cl)c2)CCC1	1	9	-1	-2	-1	-3	-10	-1	-2	-1
Nc1nc(Cl)cc(Sc2ccc3ccccc3c2)n1	-3	-38	-16	-5	0	8	-32	-2	-3	1
CC(C)n1c(O)c(N=Nc2ccc(Cl)nn2)c2ccccc21	-4	7	18	-3	2	4	6	-1	0	7
CN(C)C(CNC(=O)CCNC(=O)c1ccc(Cl)cc1)c1ccco1 (stereo not drawn)	-6	2	23	1	2	-9	·	·	·	-9
CN(C(=O)Cc1c(C(=O)O)n(C)c2ccccc12)c1ccc(Cl)cc1	-6	26	7	-5	2	-5	-37	-2	-4	1
O=C(COC(=O)c1ccccn1)Nc1ccccc1Cl	-2	2	10	-1	2	9	-13	4	2	7
CCOc1ccc(C(C(=O)NCC2CCCO2)N(CCc2cccc(C)c2)C(=O)c2snc(C(N)=O)c2N)cc1 (stereo not drawn)	3	10	6	·	0	8	-4	-12	2	6
COc1ccc(C(=O)Nc2ccccc2C(=O)NCc2ccco2)cc1	-1	-15	12	-5	-2	10	-9	0	-3	10
CC(C)Cn1c(-c2ccc(Br)cc2)c[nH]c1=S	-9	11	-4	-2	3	3	-42	-2	3	-2
CCOC(=O)c1c(NC(=S)Nc2ccccc2)sc2c1CCN(C)C2	-2	-9	-5	1	2	-2	7	0	3	-4
COc1ccc(NC(=O)c2ccc(COc3ccc(C)cc3)o2)cc1	19	-47	-2	-2	0	22	-47	5	7	-6
CCOc1ccccc1N1Cc2ccccc2C1	-2	-10	-1	-26	3	6	-8	-1	-1	-2
COC(=O)c1ccccc1NC(=O)CN(C1CCCCC1)S(C)(=O)=O	5	1	-6	-2	2	25	-20	6	8	-5
c1cncc(CSc2nnc3ccc(-c4ccncc4)nn23)c1	-8	11	8	5	-5	-6	-19	-7	-4	22
N#Cc1ccc(CSCC(=O)O)cc1	-2	-4	-7	-1	1	-17	-14	4	1	1
O=C1c2ccccc2S(=O)(=O)N1CC(O)COc1ccc(Br)cc1 (stereo not drawn)	24	-6	-1	0	0	46	-32	0	-1	-10
O=S(=O)(c1cccc(NC(=S)N2CCN(c3ccc(F)cc3)CC2)c1)C(F)F	-14	10	-3	-1	1	7	22	-2	4	6
Cc1ccc(SCc2nc3ncccn3c2Br)cc1	12	-48	17	-1	-2	21	-22	6	-3	4

Next part
SMILES	HSF1 inh	aSyn UTR inh	Platelet DG rel	GSK3A inh	GSK3beta inhib	HSF-1 act	KLF5 inh	IEC-6 cytotox	HSP90 refold inh	Dyrk1A ADPGlo
[N-]=[N+]=NC[C@H](Cc1ccccc1)N1CCN(Cc2ccccc2)CCC1=O	-1	-4	2	7	-2	2	-10	1	-5	-10
COc1ccc(N(CC(=O)NCCc2ccccc2)C(=O)CCC(=O)Nc2ccccn2)cc1	-10	2	-14	1	1	6	-19	1	4	-3
CC(=O)c1ccc(NC(=O)C2CCN(S(=O)(=O)c3cccc4cccnc34)CC2)cc1	-62*	-5	-5	-2	1	-69	-18	-3	0	-5
CCOC(=O)c1c(NC(=O)C2C3C=CC(CC3)C2C(=O)O)sc(C)c1CC (stereo not drawn)	0	15	-4	-4	3	-6	-1	1	-3	-4
Cc1ccc(NC(=O)CN2C(=O)C3CCCCN3C(=O)c3ccccc32)cc1 (stereo not drawn)	1	4	2	-3	0	0	-17	-3	-2	12
O=C(Nc1ccc2ccccc2c1)/C(=C\c1ccc2c(c1)OCO2)NC(=O)c1ccco1	3	-3	-10	1	1	6	-27	-3	1	-5
FC(F)(F)c1cccc(NC(=S)NNC(=S)NCc2ccccc2)c1	8	-6	-2	-3	-1	16	14	-4	-3	12
O=C(N/N=C/c1ccc(O)cc1)/C(=C/c1ccccc1)CCO	14	8	-3	-2	-3	21	-17	0	3	-4
Cc1ccccc1C(=O)OC1CCN(C)CC1	3	14	0	-1	1	2	-7	2	3	7
COC(C(=O)Nc1ccc(Cl)cc1C)c1ccccc1 (stereo not drawn)	1	-1	-8	0	0	10	-16	-3	0	-6
O=C(c1cc2ccccc2o1)n1nnc2ccccc21	-7	16	-2	0	3	-8	-43	-4	1	-7
CCCC(=O)C1=C(O)C(C(=O)OC)C(C)(C)CC1=Nc1ccc(N)cc1 (stereo not drawn)	-5	24	0	-5	1	-1	-19	6	5	-1
COc1cc(/C=C2/SC(=S)N(CCC(=O)Nc3ccc(C(=O)O)cc3)C2=O)cc(OC)c1OC	-4	10	0	-4	3	-4	-22	4	-3	-6
COC(=O)c1nn(-c2ccccc2)c(Cl)c1/C=N/OCc1ccc(Cl)cc1Cl	3	-1	3	-1	2	-6	-18	8	6	-13
CCCn1c(=O)c(C(=O)N/N=C/c2ccc(F)cc2)c(O)c2ccccc21	2	-6	8	-2	2	-7	-7	-1	-2	·
CCC(Oc1ccccc1)C(=O)N1CC(C)CC(C)C1 (stereo not drawn)	6	-1	1	-3	-3	-4	-27	-1	-3	1
O=C(NCCN1C(=O)S/C(=C\c2ccccc2Cl)C1=O)C1=COCCO1	2	-47	-21	1	1	4	·	·	·	4
CCOCCCNC(=O)c1ccc(N2CC3CC(C2)c2cccc(=O)n2C3)c(NC(=O)Nc2cccc(OC)c2)c1 (stereo not drawn)	-1	-19	9	0	1	10	17	6	-6	3
N#C/C(C(=O)Nc1ccc(Cl)cc1)=C(/S)Nc1ccccc1	-1	-27	3	-1	2	6	0	5	1	1
O=C(Nc1nc2ccccc2s1)C1CC(=O)N(c2ccc(Cl)cc2)C1 (stereo not drawn)	-1	1	·	-3	1	20	-7	8	4	23
C=CCOC(=O)C1=C[C@@H](c2ccc(Br)cc2)C[C@@H](OCCCCO)O1	4	14	2	1	0	-4	·	·	·	6
